GALK inhibitor: inhibitors of human galactokinase; AID 1868; hit rate 0.007% among 270,000; Purified GALK, Kinase-Glo residual ATP luminescence; Potency, µM (doses to about 57.5 µM), for the others: at the highest dose activity change, negative = inhibition, usual class: inhibitors; P51570; also: potency is read from the fitted curve at half-maximal effect; % is scaled to controls: 0 for no effect and ±100 for the full control effect
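The enzyme phosphorylates galactose (100 uM) using ATP (35 uM); inhibition is detected as higher residual ATP, quantified by bioluminescence after 1 h reaction at room temperature, pH 8.0.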
FBPA coupling cs: coupling enzyme interference in Giardia aldolase counter-screen. coupling enzyme system counterscreen, AmpLite Red fluorescence. activity change, negative = inhibition, % at 58.2 µM, hits read low. hit rate 0.67% among 290,000. AID 2472; in the data active = activity change below about -30%; also: % is scaled to controls: 0 for no effect and ±100 for the full control effect
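Activity here indicates interference with the coupling reaction, not aldolase inhibition. Compounds at 57.5 uM final met coupling enzymes for 10 min at RT; substrate and AmpLite Red detection followed, with a 525/598 nm fluorescence read after 20 min.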
KCNH2 3.1 block: KCNH2 3.1 (human) potassium channel inhibition. U2OS KCNH2 3.1, thallium flux FluxOr; stronger effect = lower value. activity change, % (tested at about 1.8 µM). hit rate 0.95% among 340,000;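 active = maximum activity change below -70%; inconclusive = maximum activity change from -70% to -50%; inactive = maximum activity change above -50%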;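 also: thallium influx rate constant from kinetic fluorescence after stimulation buffer; % is scaled to controls: 0 for no effect and ±100 for the full control effect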
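Channel expression came from 3.1 mutant virus (1.77 x 10^8 /mL) applied to suspended U2OS cells for 4 h. Flux was tracked with FluxOr dye plus Red40 quencher, and kinetic rate constants normalized to controls.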
KCNH2 WT inh: inhibitors of human wildtype KCNH2 potassium channel; Q12809; U2OS, BacMam KCNH2, thallium flux FluxOr; stronger effect = lower value; activity change, % at 1.84 µM; hit rate 0.37% among 340,000;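 active = maximum activity change below -70%; inconclusive = maximum activity change between -70% and -50%; inactive = maximum activity change above -50%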; also: % is scaled to controls: 0 for no effect and ±100 for the full control effect
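U2OS cells were transduced with wild-type KCNH2 virus (2.03 x 10^8 / mL) for 4 h at room temperature, then cultured overnight at 37 C. Thallium flux was read with FluxOr dye. Rate constants were normalized to DMSO controls.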
PKM2 activator: activators of human pyruvate kinase M2. purified PKM2, Kinase-Glo ATP luminescence, activation; response scale: 0% is enzyme alone, no compound. Potency, µM (top dose mostly 57.5 µM), for the others: top-dose activation, hits mostly activators. hit rate 0.34% among 260,000; also: potency is read from the fitted curve at half-maximal effect; % is scaled to controls: 0 for no effect and ±100 for the full control effect; nearly all actives have a fitted effect of over 55% in size
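hPK-M2, >95% pure; 0.1 mM ADP / 0.5 mM PEP final; imidazole pH7.2 buffer w/ 7 mM MgCl2, 50 mM KCl; 1 h RT; Kinase-Glo lum. Intermediate enzyme activity for dual inhibitor/activator qHTS.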
Giardia kill: kills Giardia lamblia; Giardia lamblia trophozoite viability; activity change, % at 7.66 µM, hits read low; hit rate 0.15% among 340,000; in the data active = activity change below about -80%; inconclusive = between about -30% and that limit;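 also: parasites exposed to compound for two days anaerobically before the ATP read; % is scaled to controls: 0 for no effect and ±100 for the full control effect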
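Anaerobic 48 hrs incubation at 37 deg C of 100 trophozoites/well with test compounds; ATPLite 1-Step luminescence, 15-30 min RT, reports cellular ATP as viability.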
Menin MLL FP TR: menin-MLL binding inhibition, Texas Red mutant peptide; hit rate 0.23% among 270,000; Menin + Texas Red MLL mutant peptide, fluorescence polarization; AID 1768; Potency, µM (titrated, usually from 61.6 µM), for inactives: top-dose FP activity change, negative = inhibition, usual class: inhibitors; active = well fitted inhibition curve with a large enough effect in the polarisation, with a control signal flat, not every such curve was filed as active; inconclusive = small, poorly fitted or top-dose-only effect, or effect the other way, or a change in a side signal; inactive = no such curve, though single readings can be large or run the other way; the % refers to the polarisation; also: potency is read from the fitted curve at half-maximal effect; % of control where 0% means no effect; many of its hits are not listed in these tables
TRPV1 agonist: agonists of human vanilloid receptor 1 (TRPV1) | AID 540275 | activation, % at 8.33 µM | hit rate 0.19% among 320,000 | TRPV1-expressing cells, Fluo-8 calcium influx, agonist mode | Q8NER1; in the data active = activation above about 80%; inconclusive = between about 30% and that limit; also: 0% is about no effect
Target sequence (Q8NER1 whole entry, looked up): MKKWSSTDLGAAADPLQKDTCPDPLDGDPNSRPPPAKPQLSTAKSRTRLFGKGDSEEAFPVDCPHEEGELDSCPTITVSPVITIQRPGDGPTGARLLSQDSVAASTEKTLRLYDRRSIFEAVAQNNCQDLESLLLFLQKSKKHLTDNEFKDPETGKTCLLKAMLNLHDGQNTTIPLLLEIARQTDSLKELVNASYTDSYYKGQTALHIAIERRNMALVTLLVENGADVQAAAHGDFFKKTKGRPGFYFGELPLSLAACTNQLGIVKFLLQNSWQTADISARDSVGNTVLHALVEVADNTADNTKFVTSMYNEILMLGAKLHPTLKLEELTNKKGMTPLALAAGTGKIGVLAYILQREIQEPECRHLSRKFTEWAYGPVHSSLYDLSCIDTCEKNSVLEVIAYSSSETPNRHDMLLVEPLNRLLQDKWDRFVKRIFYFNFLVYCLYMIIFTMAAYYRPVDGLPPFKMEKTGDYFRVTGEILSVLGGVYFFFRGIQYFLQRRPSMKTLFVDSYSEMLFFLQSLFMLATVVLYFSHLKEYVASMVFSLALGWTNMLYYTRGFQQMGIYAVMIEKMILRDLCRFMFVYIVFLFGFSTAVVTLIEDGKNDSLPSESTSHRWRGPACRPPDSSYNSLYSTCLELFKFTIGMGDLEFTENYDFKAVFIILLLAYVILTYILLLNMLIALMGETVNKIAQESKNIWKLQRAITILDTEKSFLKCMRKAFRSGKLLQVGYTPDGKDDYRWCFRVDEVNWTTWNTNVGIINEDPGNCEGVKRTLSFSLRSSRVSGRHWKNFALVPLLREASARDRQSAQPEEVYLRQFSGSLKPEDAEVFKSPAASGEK
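TRPV1-expressing cells were cultured overnight at 35.5C and loaded with Fluo-8 calcium dye for 40 to 90 min at room temperature. After a 10 s baseline, compound was added and calcium influx was read kinetically for 3 min (ex 480/em 520 nm).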
CXXC DNA block: MLL CXXC-DNA interaction inhibition; MLL-CXXC / FITC-HOXA9 DNA fluorescence polarization; Potency, µM (highest dose often 115 µM), for inactives: top-dose activity change, negative = inhibition, hits mostly inhibitors; hit rate 0.037% among 290,000; AID 2662; active = well fitted inhibition curve with a large enough effect in the polarisation, with a control signal flat, not every such curve was filed as active; inconclusive = small, poorly fitted or top-dose-only effect, or effect the other way, or a change in a side signal; inactive = no such curve, though single readings can be large or run the other way; the % refers to the polarisation; also: potency is read from the fitted curve at half-maximal effect
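Purified MLL-CXXC (added from a 7 uM solution) was preincubated 5 min at ambient with pinned compounds in 50 mM Tris-HCl pH 7.5, 50 mM NaCl, 1 mM DTT, 0.05% BSA. Fluorescein-labeled HOX-A9 DNA (50 nM solution) followed, 30 min, then polarization read.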
B2AR arrestin: agonists driving beta-arrestin recruitment to human beta2-adrenergic receptor | P07550 | AID 492947 | hit rate 0.02% among 330,000 | Potency, µM (highest dose often 46.1 µM), for inactives: at the highest dose activation, usual class: activators | beta-arrestin recruitment to beta2AR, cell-based reporter;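 also: potency is read from the fitted curve at half-maximal effect; 0% = DMSO controls and full agonism = EC100 isoproterenol or metaproterenol; nearly all actives have a fitted effect of over 65% in size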
USP2a block: inhibitors of human ubiquitin-specific protease USP2a | Potency, µM (titrated, usually from 38.3 µM), for the others: at the highest dose activity change, negative = inhibition, actives largely listed as inhibitors | USP2 core, Ub-CHOP2 coupled fluorogenic reporter, 485/531 | O75604 | hit rate 0.01% among 330,000;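 also: potency is read from the fitted curve at half-maximal effect; plate controls were DMSO wells for no effect and full inhibition by NEM control for full effect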
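Cell-free coupled assay: 10nM USP2 core preincubated 30min RT with compound in Tris-HCl pH 8.0/CaCl2/CHAPS buffer, then 25nM Ub-CHOP2 and 25nM reporter substrate; fluorescence (Ex 485/Em 531) read after 60min RT, normalized to NEM inhibition, concentration-response curves fitted.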
Numbers without * were called inactive; ? = inconclusive; . = not tested or not shown; [ ] = remark or other dose. Unless noted, calls follow the shape of the dose curve; as a rule, active = well fitted curve in the direction sought with a large enough effect; inconclusive = small, poorly fitted or top-dose-only effect, or another doubt; inactive = no such curve, though single readings can be large; an effect the other way counts as inactive or inconclusive.

SMILES	GALK inhibitor	FBPA coupling cs	KCNH2 3.1 block	KCNH2 WT inh	PKM2 activator	Giardia kill	Menin MLL FP TR	TRPV1 agonist	CXXC DNA block	B2AR arrestin	USP2a block
Cc1occc1C(=O)NNC(=S)Nc1ccccc1	0%	3	-6	-5	-10%	0	-7%	-7	2%	-0.1%	1%
Cc1cc(C)n(-c2nc(NCCC(C)C)c3c4c(sc3n2)COC(C)(C)C4)n1	2%	0	-1	-10	0%	19	-14%	?	-1%	-0.3%	-1%
CN(C)S(=O)(=O)c1cccc(NC(=O)CCSc2ccc(Cl)cc2)c1	-3%	0	-4	5	-2%	-19	18%	?	-2%	-3.0%	0%
CS(=O)(=O)NC1CCN(Cc2ccccc2)CC1	-1%	-3	-2	5	-6%	-7	-17%	1	22%	-0.2%	0%
O=C1C(Cl)=C(N2CCOCC2)C(=O)N1c1ccccc1	-2%	4	1	-6	11%	-17	-12%	5	-5%	0.0%	1%
Cc1ccc(C(=O)Nc2ccc(O)c(C(=O)O)c2)o1	0%	-9	-7	4	-34%	3	12%	-2	6%	-0.3%	2%
CNC(=O)c1cc(S(=O)(=O)Nc2ccc3c(c2)OCCO3)ccc1C	-1%	-1	10	0	1%[11.5 µM]	2	1%	0	-2%	-0.2%	1%
CCn1cc(CN2CCCC(C(=O)Nc3ccc(-c4cscn4)cc3)C2)c(C)n1 (stereo not given)	2%	0	9	2	.	1	-7%	-1	0%	0.1%	0%
CCOC(=O)Cn1c(=O)oc2cc(S(=O)(=O)N(C)Cc3ccco3)ccc21	3%	2	-11	-6	-3%	4	6%	28	17%	-3.3%	1%
CCc1cccc(NC(=S)N(CCCOC(C)C)C2CCN(C(C)=O)CC2)c1	1%	2	-3	6	.	11	-30%	28	4%	0.0%	3%
CCOC(=O)C1(Cc2ccccc2C(F)(F)F)CCN(C(C)CCn2cccn2)CC1 (stereo not given)	2%	-4	-85*	-15	-7%	-5	14%	11	1%	-0.1%	0%
COc1cc(NC(=S)NC(=O)c2ccccc2F)ccc1NC(=O)c1cccs1	-1%	1	5	-8	7%	2	-25%	-1	24%	0.1%	-1%
CCNc1sc(C(=O)c2cccs2)c(N)c1C#N	0%	6	1	-2	1%	-10	21%	-13	3%	-0.1%	1%
COc1cc(C(=O)NNC(=O)c2ccco2)cc(OC)c1OC	-1%	-1	2	13	0%	28	-12%	-2	5%	0.2%	-1%
O=C(Oc1c(CN2CCOCC2)cc(Cl)c2cccnc12)c1ccccc1Cl	13%	-20	-13	-4	-3%	-6	-18%	20	-3%	3.5µM*	0%
COC(=O)c1ccccc1NC(=O)/C=C/c1cc(OC)c(OC)c(OC)c1	-4%	-6	17	2	-17%	8	-18%	2	-17%	-0.1%	-4%
Cc1cc(N=Nc2ccc(C)c(N=Nc3cc(C)c(N)cc3N)c2)c(N)cc1N	-1%	-21	4	-8	-15%	-23	?	-8	?	-1.0%	?
CC(C)NC(=O)c1ccccc1NC(=O)C(C)Oc1ccccc1 (stereo not given)	0%	3	2	-27	-4%	24	-2%	14	-4%	0.2%	7%
Cn1nnnc1SCC(=O)Nc1nc2c(s1)CCCC2	-1%	-1	8	1	1%	-12	6%	1	-9%	-0.1%	5%
COC(=O)c1ccc(CSc2nnc(CNC(=O)COc3ccc(Cl)cc3)o2)o1	-4%	0	3	-1	1%	-2	.	-4	9%	0.0%	-2%
c1ccc(-c2cn3c(n2)-c2ccccc2C3)cc1	7%	-5	-3	19	-29%	?	10%	12	14%	-0.2%	-1%
COc1ccc([C@@H]2[C@@H]3C(=O)N(C(C)(C)C)C(=O)[C@@H]3[C@]3(C)C(=O)N(c4cccc(F)c4)C(=O)N23)cc1	.	0	-13	8	0%	13	-4%	1	12%	-1.2%	0%
CC(C)n1cc(CN2CCC(Oc3ccc(C(=O)N4CCCC4)cc3)CC2)cn1	-2%	0	.	26	-3%	1	-2%	2	0%	-0.6%	1%
CCCOC(=O)C(C)n1c(-c2ccccc2)nc2ccccc2c1=O (stereo not given)	-3%	-3	-5	0	23%	8	4%	20	2%	-0.1%	3%
CC1CC(C)CN(C(=O)CCc2nnc3ccc(N4CCCCC4)nn23)C1 (stereo not given)	-6%	-1	16	-21	.	5	3%	1	33%[activator]	0.0%	5%
CNc1nc(SC(C)C(=O)Nc2ccc(Cl)c(Cl)c2)nc(N2CCOCC2)n1 (stereo not given)	0%	0	-3	1	.	7	11%	8	13%	0.1%	1%
CCOC(=O)N1CCC(N2Cc3cccc(C(=O)Nc4ccc(F)cc4)c3C2=O)CC1	1%	-4	-34	-38	3%	2	25%	-1	1%	0.6%	-1%
O=C(NCc1cccs1)c1cc(-c2cccs2)on1	4%	2	1	-15	-19%	1	?	?	-5%	0.5%	-1%
COc1cc(Cl)c(CN2CCC(CO)(CCOc3ccccc3)CC2)cc1OC	-2%	0	-94*	-74*	0%	5	-2%	7	9%	-0.1%	3%
CCOC(=O)Cc1csc(N/N=C\c2cccc(Br)c2)n1	-1%	-1	4	-10	-5%	-7	?	-1	-1%	-0.3%	-7%
Nc1nc(CSC(=S)N2CCOCC2)nc(Nc2ccccc2)n1	0%	0	2	-2	3%	-15	-5%	?	0%	-0.3%	0%
COc1ccc(NC(=O)C2Cc3ccccc3CN2C(=O)c2ccco2)cc1 (stereo not given)	4%	-3	0	-3	.	-5	.	2	2%	3.7%	4%
Cc1ccc(F)cc1NC(=O)COC(=O)C1CCN(c2ccc(C(F)(F)F)cn2)CC1	.	.	-1	8	.	10	.	2	.	-0.5%	-7%
CC(=O)N/C(=C/c1ccccc1)C(=O)NC(Cc1ccccc1)C(=O)O (stereo not given)	1%	5	-2	18	-1%	-2	9%	-2	0%	-0.6%	1%
CCc1ccccc1NC(=O)CSc1nc2ccccc2n1CC(=O)N1CCCC1	-1%	2	2	-2	2%	-16	-6%	-2	-4%	0.1%	2%
COc1ccc(C2=NN(S(C)(=O)=O)C(c3ccc4nccnc4c3)C2)cc1 (stereo not given)	0%	3	-16	-2	-1%	0	10%	-1	-1%	1.2%	-1%
CCOc1ccc(NC(=O)CCCN2C(=O)C(c3ccccc3)Oc3cccnc32)cc1 (stereo not given)	9%	3	18	15	.	44[activator]	-4%	20	-2%	0.0%	-7%
Cc1cccc(NC(=O)c2ccc(COc3ccccc3)o2)n1	-2%	.	29	9	-6%	-15	.	23	35%[activator]	-0.5%	3%
O=C(Nc1cccc([N+](=O)[O-])c1)c1cnccn1	-2%	-1	22	36	-5%	-15	-1%	-3	-1%	0.0%	1%
CC(C)n1c(SCC(=O)Nc2ccccc2)nc2c1c(=O)n(C)c(=O)n2C	0%	4	-31	3	14µM*	19	9%	15	13%	-1.6%	1%
COc1ccc(-c2c(-c3ccc(OCC(=O)NN)cc3O)n[nH]c2C)cc1	0%	-3	-1	-2	-5%	-10	.	0	1%	2.5%	0%
Cc1ccccc1NC(=O)CCN1CCN(CCO)CC1	0%	-2	-16	-12	3%	31[activator]	-3%	-1	-9%	-0.6%	0%
Cn1c(N2CCOCC2)c(C#N)c2ccccc21	-2%	1	7	-3	.	21	42%[activator]	15	23%	5.1%	4%
O=C(CSCc1cccc(Cl)c1)OCc1nc2ccsc2c(=O)[nH]1	.	.	0	-9	.	-21	.	-2	.	-0.3%	2%
O=C(c1ccc(-c2cccc(C(F)(F)F)c2)o1)N1CCOCC1	2%	3	-4	-4	10%	-8	0%	86*	-1%	-2.2%	0%
COc1ccc(C)cc1NC(=O)C(OC(=O)c1ccc(Cl)c(S(=O)(=O)N(C)c2ccccc2)c1)c1ccccc1 (stereo not given)	-5%	-2	-8	3	-7%	-9	-13%	3	?	0.0%	1%
CCOC(=O)c1c(N2C(=O)C3C4C=CC(C4)C3C2=O)sc2c1CCC(C)C2 (stereo not given)	-2%	5	-3	-2	0%	-3	-24%	29	-21%	-0.1%	3%
CN(C)/C=N/C(=S)Nc1ccc(Cl)cc1Cl	0%	2	1	5	2%	1	4%	-3	16%	0.1%	2%
O=C(c1cccc([N+](=O)[O-])c1)N1CCN(c2ccc(Cl)cc2)CC1	1%	3	1	3	6%	-12	-29%	2	12%	0.4%	-1%

Screening data: PubChem BioAssay, National Center for Advancing Translational Sciences (NCATS)

These rows are one share of the data; the hit share may differ from the screen's.
